From PubChem
PMI activator = activators of human PMI, primary screen, biochemical, fluorescence intensity, near-Km mannose 6-phosphate. activation factor at 20 µM. purified human PMI, coupled resazurin fluorescence, 20 min; hits give high values; 1 = vehicle control, 0 substrate-free wells. Mannose-6-phosphate isomerase (Homo sapiens), P34949. actives 0.005% (n = 190,000);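 active means activation factor of 2 or more at 20 µM, relative to plate controls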
Target sequence (P34949 whole entry, looked up): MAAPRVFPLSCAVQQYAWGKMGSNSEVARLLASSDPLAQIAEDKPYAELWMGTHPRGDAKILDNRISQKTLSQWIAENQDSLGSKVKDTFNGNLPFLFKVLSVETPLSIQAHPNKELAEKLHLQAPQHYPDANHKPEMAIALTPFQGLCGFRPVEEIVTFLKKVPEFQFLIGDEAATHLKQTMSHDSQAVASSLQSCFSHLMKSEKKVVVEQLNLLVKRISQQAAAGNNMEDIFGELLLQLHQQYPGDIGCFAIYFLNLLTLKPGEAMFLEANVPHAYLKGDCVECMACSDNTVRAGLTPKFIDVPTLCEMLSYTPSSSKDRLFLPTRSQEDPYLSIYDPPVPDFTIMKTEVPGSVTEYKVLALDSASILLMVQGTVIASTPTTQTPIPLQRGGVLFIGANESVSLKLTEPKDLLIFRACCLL
TNAP inh noacc = human TNAP enzyme inhibitors, primary screen, biochemical, luminescent, no phosphate acceptor, uHTS; purified TNAP, CDP-star luminescence, 30 min; actives 0.26% (n = 200,000); Alkaline phosphatase, tissue-nonspecific isozyme (Homo sapiens), P05186; inhibition, % at 20 µM; AID 1012, 2008;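 active means tissue-nonspecific alkaline phosphatase inhibition above about 50% at 20 µM in the single-dose screen, limit read from the data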;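 further: 0% = DMSO negative control and 100% = EDTA positive control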
RAM inhibit = inhibitors of the yeast RAM network, primary screen, dse1pr::URA3 reporter, 5-FOA selection | S. cerevisiae dse1pr::URA3 reporter, 5-FOA growth OD615, 2 d; analog-sensitive cbk1-as2 kinase mutant strain | inhibition, % at 50 µM | actives 1.8% (n = 190,000) | AID 868, 2007;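 active means inhibition above a set limit, 3 SD over mean compound inhibition, cut at about 8.4% in these data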;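 further: 0% = DMSO-only wells with no growth and 100% = 10 µM 1-NA-PP1 full growth; inhibition rescues growth on 5-FOA so higher OD means more RAM inhibition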
Lmaj promast = Leishmania major promastigote growth inhibition, primary screen | inhibition, % at 10 µM | actives 9% (n = 200,000) | Leishmania major promastigotes, resazurin fluorescence viability; in the data active means inhibition above about 50%;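 further: promastigotes grown with compound for 44 hours at 28 °C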
Redox H2O2 prof = compounds producing H2O2 with reducing agent – biochemical, NIH compound library profiling, artefact control for MLSCN library redox annotation, primary screen; actives 0.03% (n = 200,000); activation, % at 10 µM; DTT-dependent redox cycling H2O2, phenol red/HRP absorbance; 100% = 100 µM peroxide control, 0% = buffer; AID 878, 2007;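 active means activation of at least 50% relative to the plate's high and low controls in the primary single-dose screen; inactive means activation below 50%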;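 further: compound incubated with DTT at 0.8 mM final as the reducing agent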
S1P3 antag = S1P3 receptor antagonists, primary screen, cell-based; AID 485, 2006; actives 0.27% (n = 170,000); Sphingosine 1-phosphate receptor 3 (Homo sapiens), Q99500; CHO S1P3 NFAT-BLA reporter, FRET fluorescence, antagonist mode; inhibition, % at 4.98 µM;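 active means inhibition above the plate cutoff, the mean inhibition of test wells on that plate plus 3 SD, cut at about 28% in these data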;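 further: cells challenged with S1P at its EC80 of 0.8 µM; blue over green emission ratio from cleaved BLA substrate after 4 h stimulation; 0% = S1P-stimulated wells and 100% = unstimulated DMSO-only wells; some compounds past the cut are filed as inactive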
Target sequence (Q99500 whole entry, looked up): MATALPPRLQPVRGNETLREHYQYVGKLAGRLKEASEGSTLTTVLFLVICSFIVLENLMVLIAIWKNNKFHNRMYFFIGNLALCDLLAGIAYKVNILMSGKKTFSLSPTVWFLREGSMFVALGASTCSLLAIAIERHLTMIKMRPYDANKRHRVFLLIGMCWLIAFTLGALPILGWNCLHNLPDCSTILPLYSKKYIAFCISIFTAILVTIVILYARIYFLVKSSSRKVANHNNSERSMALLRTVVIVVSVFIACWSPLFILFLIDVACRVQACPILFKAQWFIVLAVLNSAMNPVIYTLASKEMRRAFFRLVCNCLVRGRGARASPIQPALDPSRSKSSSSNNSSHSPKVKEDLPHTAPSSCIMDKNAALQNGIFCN
TNAP inh hiacc = human TNAP enzyme inhibitors, primary screen, biochemical, luminescent, high phosphate acceptor level, uHTS. Alkaline phosphatase, tissue-nonspecific isozyme (Homo sapiens), P05186. purified TNAP, CDP-star luminescence, 1 M DEA. inhibition, % at 20 µM. actives 0.03% (n = 200,000). AID 1135, 2008;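 active means over 50% inhibition of tissue-nonspecific alkaline phosphatase at 20 µM in the single-dose screen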;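 further: plate controls were DMSO wells for no effect and EDTA-quenched wells as full inhibition for full effect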
Efa HMGR inh = inhibitors of E. faecalis class II HMGR, primary screen, biochemical, Enterococcus faecalis; actives 0.41% (n = 190,000); purified E. faecalis HMGR, NADPH absorbance 340 nm kinetic; HMG-CoA reductase (Enterococcus faecalis, mvaE); inhibition, % at 10 µM;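 active means inhibition above a set limit, the median over all tested compounds plus 3 SD, cut at about 9.5% in these data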;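 further: enzyme runs in reverse so mevalonate oxidation gives rising NADPH absorbance; 0% = complete reaction with DMSO and 100% = background rate lacking mevalonate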
PMI act satM6P = human PMI activators, high substrate, primary screen, biochemical, fluorescence intensity, near-saturating mannose 6-phosphate. coupled PMI enzyme assay, resazurin fluorescence, 20 min; hits give high values; 1 = untreated enzyme, 0 = substrate-free blank. activation factor at 20 µM. actives 0.34% (n = 190,000). AID 1216, 2008;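 active means activation factor of 2 or more at 20 µM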
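Test system: human phosphomannose isomerase with PGI, G6PDH, diaphorase coupling enzymes; Amount: PMI at 15 ng/mL final; Reagent: Mannose-6-phosphate 1.0 mM (near-saturating) plus 0.22 mM NADP+; Timing: 20 min, room temperature; Technique: resorufin fluorescence at Ex 544/Em 590 nm; Dosing: 20 µM single dose.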
Hsp70 act = Hsp70 transcriptional activators, primary screen, cell-based, HeLa, Hsp70 promoter luciferase, luminescence, 10 µM. HeLa Hsp70 promoter luciferase reporter; scaled: vehicle 0, proteasome-inhibitor control 100%. AID 1203, 2008. activation, % at 10 µM. actives 0.04% (n = 200,000);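 active means activation above the mean across all tested compounds plus 3 SD, cutoff set per campaign, cut at about 5.5% in these data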;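 further: 100% = MG132 at 30 µM as the positive control and 0% = DMSO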
Active calls of the source: *.

For Cc1ccc(SCC(=O)N2CC(C)OC(C)C2)cc1 (stereo unspecified) the results were PMI activator 1, TNAP inh noacc -8, RAM inhibit -1.0, Lmaj promast -6, Redox H2O2 prof 1.4, S1P3 antag -21, TNAP inh hiacc 0, Efa HMGR inh -2, PMI act satM6P 0.9 and Hsp70 act -0.4.
CNC(=O)c1ccccc1Sc1ccccc1C#N was read as PMI activator 1.1, TNAP inh noacc -7, RAM inhibit 1.5, Lmaj promast -4, Redox H2O2 prof 0.1, S1P3 antag 9, TNAP inh hiacc 2, Efa HMGR inh 4, PMI act satM6P 1.1 and Hsp70 act 0.0.
For CCOC(=O)C1=C(C)NC(=O)NC1c1c(OCC(=O)N2CCCCC2)ccc2ccccc12 (stereo unspecified) the results were PMI activator 0.9, TNAP inh noacc -3, RAM inhibit 2.2, Lmaj promast -3, Redox H2O2 prof 0.1, S1P3 antag -56, TNAP inh hiacc -6, Efa HMGR inh -6, PMI act satM6P 0.9 and Hsp70 act 0.1.
Screening O=C(CCNS(=O)(=O)c1ccc(Br)cc1)NCc1cccs1 returned PMI activator 1.1, TNAP inh noacc -9, RAM inhibit 0.9, Lmaj promast -5, Redox H2O2 prof -0.7, S1P3 antag 3, TNAP inh hiacc -6, Efa HMGR inh 1, PMI act satM6P 1 and Hsp70 act 0.2.
For Cc1nn(CC(=O)OC(C)C(=O)Nc2ccccc2[N+](=O)[O-])c(C)c1[N+](=O)[O-] (stereo unspecified) the results were PMI activator 1.1, TNAP inh noacc -14, RAM inhibit 0.4, Lmaj promast -1, Redox H2O2 prof 0.4, S1P3 antag -3, TNAP inh hiacc 1, Efa HMGR inh -6, PMI act satM6P 1.2 and Hsp70 act -0.5.
CN(CC(=O)N1CCN(c2ccccc2)CC1)S(=O)(=O)c1cccs1 was read as PMI activator 1, TNAP inh noacc 6, RAM inhibit 1.7, Lmaj promast -7, Redox H2O2 prof -0.3, S1P3 antag -18, TNAP inh hiacc -1, Efa HMGR inh -3, PMI act satM6P 1 and Hsp70 act -0.1.
CCOC(=O)CNC(c1ccccc1)c1cc(Br)ccc1NC(=O)CCN1CCOCC1 (stereo unspecified) was read as PMI activator 0.8, TNAP inh noacc -14, RAM inhibit 0.5, Lmaj promast 98*, Redox H2O2 prof -0.2, S1P3 antag -19, TNAP inh hiacc -2, Efa HMGR inh -1, PMI act satM6P 0.9 and Hsp70 act -0.4.
For CCn1nc(C(=O)Nc2nc3ccccc3[nH]2)c2ccccc2c1=O the results were PMI activator 1, TNAP inh noacc -26, RAM inhibit 0.0, Lmaj promast 12, Redox H2O2 prof 0.2, S1P3 antag -14, TNAP inh hiacc -1, Efa HMGR inh 1, PMI act satM6P 0.9 and Hsp70 act -0.5.
For c1ccc2c(c1)nnn2-c1ncnc2sccc12 the results were PMI activator 1, TNAP inh noacc -6, RAM inhibit 2.8, Lmaj promast -5, Redox H2O2 prof 7.5, S1P3 antag 1, TNAP inh hiacc -1, Efa HMGR inh -1, PMI act satM6P 1 and Hsp70 act -0.3.
`CCn1ncc([C@@H]2C[C@H]3CN(Cc4ccccc4C)C(=O)[C@]34CCCN24)c1C` gave PMI activator 0.8, TNAP inh noacc -18, RAM inhibit 0.1, Lmaj promast -1, Redox H2O2 prof 0.6, S1P3 antag 0, TNAP inh hiacc -9, Efa HMGR inh -1, PMI act satM6P 0.7 and Hsp70 act -0.4.

The last 2 entries of the section before are carried over, then new ones follow:
For c1ccc2c(c1)nnn2-c1ncnc2sccc12 the results were PMI activator 1, TNAP inh noacc -6, RAM inhibit 2.8, Lmaj promast -5, Redox H2O2 prof 7.5, S1P3 antag 1, TNAP inh hiacc -1, Efa HMGR inh -1, PMI act satM6P 1 and Hsp70 act -0.3.
`CCn1ncc([C@@H]2C[C@H]3CN(Cc4ccccc4C)C(=O)[C@]34CCCN24)c1C` gave PMI activator 0.8, TNAP inh noacc -18, RAM inhibit 0.1, Lmaj promast -1, Redox H2O2 prof 0.6, S1P3 antag 0, TNAP inh hiacc -9, Efa HMGR inh -1, PMI act satM6P 0.7 and Hsp70 act -0.4.
For CCOc1cc(C(=O)Nc2cc(C)ccn2)cc(OCC)c1OCC the results were PMI activator 1.1, TNAP inh noacc -11, RAM inhibit -1.1, Lmaj promast 6, Redox H2O2 prof -1.5, S1P3 antag 31, TNAP inh hiacc -6, Efa HMGR inh -3, PMI act satM6P 1.1 and Hsp70 act -0.2.
`Cc1ccc(C)c2[nH]c(=O)c(C(c3nnnn3C(C)(C)C)N3CC=C(c4ccc(F)cc4)CC3)cc12` (stereo unspecified) gave PMI activator 0.9, TNAP inh noacc 15, RAM inhibit 3.4, Lmaj promast 97*, Redox H2O2 prof 0.3, S1P3 antag -8, TNAP inh hiacc -2, Efa HMGR inh -1, PMI act satM6P 1 and Hsp70 act -0.6.
`CCOc1cc(C(=O)Nc2cc(C)ccc2C)ccc1OCC(=O)N1CCCCC1` gave PMI activator 0.8, TNAP inh noacc 0, RAM inhibit 2.7, Lmaj promast 1, Redox H2O2 prof 0.4, S1P3 antag 8, TNAP inh hiacc 0, Efa HMGR inh -3, PMI act satM6P 0.9 and Hsp70 act -0.2.
Screening CC1CCOC2(O1)C(=O)Nc1ccccc12 (stereo unspecified) returned PMI activator 1.1, TNAP inh noacc 5, RAM inhibit 1.1, Lmaj promast -13, Redox H2O2 prof -0.7, S1P3 antag -22, TNAP inh hiacc -4, Efa HMGR inh 0, PMI act satM6P 1.1 and Hsp70 act -0.2.
`CNC(=O)CSc1nnc(CCc2ccccc2)n1-c1ccccc1` gave PMI activator 0.9, TNAP inh noacc -7, RAM inhibit 0.3, Lmaj promast -3, Redox H2O2 prof 2.1, S1P3 antag -21, TNAP inh hiacc -5, Efa HMGR inh 2, PMI act satM6P 1 and Hsp70 act 0.3.
`CCc1nc(N)c(C#N)c(-c2cccc3ccccc23)c1C` gave PMI activator 0.9, TNAP inh noacc -13, RAM inhibit 2.6, Lmaj promast 5, Redox H2O2 prof 1.4, TNAP inh hiacc -5, Efa HMGR inh -4, PMI act satM6P 1 and Hsp70 act 0.1.
CCN(CC)S(=O)(=O)c1cccc(C(=O)Nc2ccccc2C(=O)N2CCOCC2)c1 was read as PMI activator 0.9, TNAP inh noacc -3, RAM inhibit 3.3, Lmaj promast -2, Redox H2O2 prof -0.9, S1P3 antag -2, TNAP inh hiacc -2, Efa HMGR inh 0, PMI act satM6P 0.9 and Hsp70 act 0.1.
Screening CCOc1ccc(CNc2ccc(CNc3ncn[nH]3)cc2)cc1 returned PMI activator 0.9, TNAP inh noacc -11, RAM inhibit -0.5, Lmaj promast 2, Redox H2O2 prof -3.4, S1P3 antag -20, TNAP inh hiacc 0, Efa HMGR inh 2, PMI act satM6P 0.8 and Hsp70 act -0.3.
For Cc1cc(Oc2ccc3ccccc3c2)nc(SCC(=O)c2ccccc2)n1 the results were PMI activator 0.9, TNAP inh noacc -27, RAM inhibit 11*, Lmaj promast 93*, Redox H2O2 prof 0.5, S1P3 antag -7, TNAP inh hiacc -1, Efa HMGR inh -3, PMI act satM6P 1.1 and Hsp70 act -0.3.
Screening COC(=O)c1cccc(S(=O)(=O)N(Cc2ccco2)Cc2cc3cc(OC)c(OC)cc3[nH]c2=O)c1 returned PMI activator 0.9, TNAP inh noacc -4, RAM inhibit 8.9*, Lmaj promast -3, Redox H2O2 prof 0.0, TNAP inh hiacc -2, Efa HMGR inh 0, PMI act satM6P 1 and Hsp70 act -0.2.
COc1ccc(-n2nc3c(c2NC(=O)C2CC2)CS(=O)C3)cc1 (stereo unspecified) was read as PMI activator 1, TNAP inh noacc -11, RAM inhibit -0.8, Lmaj promast -2, Redox H2O2 prof 3.1, S1P3 antag -58, TNAP inh hiacc -6, Efa HMGR inh -2, PMI act satM6P 0.9 and Hsp70 act -0.5.
O=c1cc(N2CCCC2)[nH]c(=O)n1-c1ccc(Cl)cc1 was read as PMI activator 1, TNAP inh noacc -11, RAM inhibit 1.1, Lmaj promast -5, Redox H2O2 prof 0.6, S1P3 antag -8, TNAP inh hiacc -3, Efa HMGR inh 1, PMI act satM6P 1 and Hsp70 act 0.3.
For O=C(Nc1ccccc1-c1ccccc1NC(=O)c1ccco1)c1ccco1 the results were PMI activator 1.1, TNAP inh noacc -2, RAM inhibit -0.6, Lmaj promast -2, Redox H2O2 prof 1.6, TNAP inh hiacc 0, Efa HMGR inh -5, PMI act satM6P 1.1 and Hsp70 act -0.3.
Screening COc1ccc(CCN(Cc2ccc(C(C)C)cc2)S(=O)(=O)c2ccc(S(=O)(=O)N(C)C)cc2)cc1OC returned PMI activator 1, TNAP inh noacc -16, RAM inhibit 1.7, Lmaj promast 50, Redox H2O2 prof 0.5, S1P3 antag -1, TNAP inh hiacc -4, Efa HMGR inh 0, PMI act satM6P 1.1 and Hsp70 act -0.4.
Screening Cc1cc(C(=O)NCC(=O)OCC(=O)Nc2ccc(OC(F)F)cc2)ccc1[N+](=O)[O-] returned PMI activator 0.7, TNAP inh noacc 0, RAM inhibit 0.7, Lmaj promast -5, Redox H2O2 prof -0.3, S1P3 antag -4, TNAP inh hiacc -5, Efa HMGR inh -4, PMI act satM6P 0.8 and Hsp70 act -0.1.
CCc1ccc(N2C(=O)CC(N(CC3CCCO3)C(=O)/C=C/C(=O)O)C2=O)cc1 (stereo unspecified) was read as PMI activator 1.1, TNAP inh noacc -11, RAM inhibit -0.9, Lmaj promast -2, Redox H2O2 prof -0.2, S1P3 antag -3, TNAP inh hiacc -4, Efa HMGR inh -1, PMI act satM6P 0.9 and Hsp70 act 1.6.
For Cc1nn(C(C)c2n[nH]c(=S)n2-c2cccc(Cl)c2)c(C)c1[N+](=O)[O-] (stereo unspecified) the results were PMI activator 0.9, TNAP inh noacc 7, RAM inhibit -1.0, Lmaj promast -6, Redox H2O2 prof 0.2, TNAP inh hiacc 3, Efa HMGR inh -3, PMI act satM6P 0.9 and Hsp70 act 0.2.
CCN1C(=O)c2ccccc2S(=O)c2ccc(C(=O)NCc3ccccn3)cc21 (stereo unspecified) was read as PMI activator 1, TNAP inh noacc -5, RAM inhibit -0.3, Lmaj promast -8, Redox H2O2 prof 0.1, S1P3 antag -24, TNAP inh hiacc 3, Efa HMGR inh -6, PMI act satM6P 1.1 and Hsp70 act -0.3.
